Tau fluor counter: counter-screen for tau fibril formation inhibitors. tau K18 P301L Alexa594 fluorescence, heparin fibrillization. Potency, µM (highest dose often 57.7 µM), for the others: at the top dose activity change, negative = decrease. 280,000 tested, 0.93% active; further: on the % scale 0 is the no-effect control and ±100 the full control effect; nearly all actives have a fitted effect of over 55% in size
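Human K18 P301L tau (15 uM unlabeled plus 0.24 uM Alexa 594-labeled, final) in 100 mM sodium acetate pH 7 was mixed with compound and 20 uM heparin and incubated 6 hr at 37 C.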
Tau fibril ThT: blocks human tau fibril formation measured by thioflavin T; P10636; recombinant tau K18 P301L (four-repeat tau fragment), heparin-induced fibrillization, ThT fluorescence; Potency, µM (titrated, usually from 57.4 µM), for inactives: top-dose activity, negative = inhibition, usual class: inhibitors; 270,000 tested, 2.1% active; AID 1460; further: on the % scale 0 is the no-effect control and ±100 the full control effect; nearly all actives have a fitted effect of over 55% in size
Target sequence (P10636 561-689 P618L limits assumed): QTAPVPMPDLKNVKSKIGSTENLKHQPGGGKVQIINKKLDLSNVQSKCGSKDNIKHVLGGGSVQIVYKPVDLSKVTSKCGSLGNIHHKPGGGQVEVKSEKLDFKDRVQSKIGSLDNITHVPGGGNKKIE
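Heparin-induced fibrillization of the P301L-mutant K18 repeat-domain fragment of human tau was followed by ThT binding in quantitative high-throughput format.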
HTT ATP protect: protects HTT-Q103 PC12 cells, measured by ATP; PC12 HTT-Q103 induced, cytoprotection, ATP luminescence, 40 h; Potency, µM (titrated, usually from 56.4 µM), for inactives: cytoprotection (ATP increase), hits mostly activators; 230,000 tested, 0.14% active;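 further: % of control where 0% means no effect; nearly all actives have a fitted effect of over 45% in size; toxic huntingtin expression switched on by the ecdysone agonist tebufenozide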
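PC12 cells with ecdysone-inducible HTT exon 1 Q103-GFP, induced with 100 nM tebufenozide and co-treated with library compounds in a dose series (1536-well, 1500 cells/well). Cytoprotection read as ATP content by ATPlite luminescence.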
L3MBTL1 inh: L3MBTL1 (human) inhibition. Q9Y468. AlphaScreen L3MBTL1–H3K9me1 peptide binding. Potency, µM (series often up to 57.1 µM), inactives show top-dose activity, negative = inhibition, most hits filed as inhibitors. 230,000 tested, 0.66% active; further: on the % scale 0 is the no-effect control and ±100 the full control effect; nearly all actives have a fitted effect of over 60% in size
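First, the protein-peptide complex forms for 30 min at room temperature (L3MBTL1 50 nM, biotinylated H3K9me1 peptide 75 nM). Next, compounds are pin-transferred and incubated 30 min. Finally, AlphaScreen beads are added and read after 30 min.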
Tau fibril FP: inhibitors of human tau fibril formation; 280,000 tested, 0.39% active; Potency, µM (titrated, usually from 57.7 µM), for the others: at the highest dose activity, negative = inhibition, most hits filed as inhibitors; P10636; AID 1468; K18 P301L tau heparin fibrillization, Alexa594 FP, 6 h; further: on the % scale 0 is the no-effect control and ±100 the full control effect; nearly all actives have a fitted effect of over 55% in size
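Compound effects on tau fibrillization are measured by Alexa 594 fluorescence polarization (ex 555, em 632 nm). K18 P301L tau is used at 15 uM with 0.24 uM labeled tracer, and 20 uM heparin induces aggregation over 6 hr at 37 C.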
TR SRC2 fluor cs: counter-screen for TRb-SRC2 inhibitors: fluorescence interference; Potency, µM (titrated, usually from 106 µM), for the others: top-dose fluorescence change, negative = quenching; TRb/SRC2 Texas Red total fluorescence interference; 280,000 tested, 0.29% active; active means well fitted curve in either direction with a large enough effect; inconclusive means small, poorly fitted or top-dose-only effect; further: on the % scale 0 is the no-effect control and ±100 the full control effect
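Flags fluorescent or light-absorbing compounds by total fluorescence, S + 2P, at 555 nm excitation and 632 nm emission. Mixture: 20 nM Texas Red SRC2 peptide, 0.6 uM human TRb LBD, 1 uM T3, 5% DMSO; compound exposure 5 h at ambient temperature.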
TRb SRC2 PPI: disrupts binding of human TR beta to SRC2. P10828. TRbeta-SRC2 peptide binding, fluorescence polarization; receptor liganded with 1 µM T3. Potency, µM (series often up to 106 µM), inactives show at the top dose activity change, negative = inhibition, actives largely listed as inhibitors. 280,000 tested, 0.065% active. AID 1469;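 further: plate controls were bound peptide for no effect and peptide without receptor for full effect; nearly all actives have a fitted effect of over 50% in size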
Target sequence (P10828 whole entry, looked up): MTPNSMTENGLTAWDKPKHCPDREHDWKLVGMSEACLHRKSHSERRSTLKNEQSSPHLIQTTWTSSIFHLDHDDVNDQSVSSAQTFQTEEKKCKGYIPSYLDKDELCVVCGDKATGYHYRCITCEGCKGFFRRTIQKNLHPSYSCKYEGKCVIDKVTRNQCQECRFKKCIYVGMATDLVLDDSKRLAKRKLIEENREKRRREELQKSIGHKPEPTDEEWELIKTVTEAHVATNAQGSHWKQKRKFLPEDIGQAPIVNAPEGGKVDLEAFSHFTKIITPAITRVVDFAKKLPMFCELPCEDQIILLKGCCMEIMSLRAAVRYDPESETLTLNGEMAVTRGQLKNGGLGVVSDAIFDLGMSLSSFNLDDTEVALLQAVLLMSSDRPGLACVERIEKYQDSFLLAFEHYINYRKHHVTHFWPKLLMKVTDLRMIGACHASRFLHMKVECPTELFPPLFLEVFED
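Fluorescence polarization of 20 nM Texas Red SRC2 peptide (20-aa NR interaction domain) bound to 0.6 uM human TRb ligand-binding domain, with 1 uM T3, after 5 hr at ambient temperature; inhibition seen as decreased polarization.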
RECQ1 helicase: RECQ1 (human) helicase inhibition; RECQ1 DNA unwinding, red fluorescence kinetic read; Potency, µM (highest dose often 57.3 µM), for the others: top-dose activity, negative = inhibition, actives largely listed as inhibitors; 240,000 tested, 0.54% active; AID 2549;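 further: plate controls were vehicle for no effect and no enzyme for full effect; nearly all actives have a fitted effect of over 30% in size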
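50 nM RECQ1T1 preincubated 15 min with compound in Tris pH 8.0 buffer with MgCl2, DTT, Tween-20 and 2.5 ug/ml poly(dI-dC); started with 200 nM TAMRA/BHQ-2 forked duplex and 2 mM ATP. Unwinding read as fluorescence (525/598 nm), two reads 2 h apart.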
The depositor's hits bear a star; i = inactive; u = inconclusive; x = not tested or not shown; & = joins results of further samples; [ ] = another dose, or the depositor's remark. Unless noted, the call rests on the fitted dose curve; in most records, active means well fitted curve in the direction sought with a large enough effect; inconclusive means small, poorly fitted or top-dose-only effect, or another doubt; inactive means no such curve, though single readings can be large; an effect the other way counts as inactive or inconclusive. Potency means the concentration at half of the fitted maximal effect. An excerpt. The share of hits here may be higher or lower than overall.

SMILES | Tau fluor counter | Tau fibril ThT | HTT ATP protect | L3MBTL1 inh | Tau fibril FP | TR SRC2 fluor cs | TRb SRC2 PPI | RECQ1 helicase
COc1ccc(CCN(/C=C2\Sc3ccccc3C2=O)C(C)=O)cc1OC | -18% | u | -1%[10 µM] | -1% | 6% | 16% | 29% | -2%
O=C(c1ccc2c(c1)N(Cc1ccccc1)C(=O)c1ccccc1S2(=O)=O)N1CCCC1 | -12% | -4% | x | x | 1% | -21% | 1% | x
COc1ccc(CC(=O)Nc2sc3c(c2C(=O)Nc2cccc(Cl)c2)CCCCC3)cc1 | -12% | -3% | x | x | -3% | -6% | 0% | x
O=C(Oc1c(-c2ccccc2Cl)oc2ccccc2c1=O)c1ccc(Cl)cc1 | -9% | -9% | 21%[10 µM] | 4% | -1% | 0% | -10% | -8%
Cn1cc(S(=O)(=O)N2CCN(C(=O)c3ccco3)CC2)c(=O)n(C)c1=O | 0% | -3% | -15% | -3% | -9% | 1% | 3% | -19%
CC(=O)Cc1nsc(NC(=O)c2ccc(-c3cc(Cl)ccc3Cl)o2)n1 | -15% | -1% | -74%[inhibitor] | -1% | u | -5% | -6% | -15%
N=c1c2c3c(sc2ncn1N)CCCCC3 | 7% | 0% | -19%[10 µM] | -5% | 4% | 0% | -18% | -8%
CC(=O)Nc1cc(C(=O)Nc2ccc3c(c2)N(C)C(=O)c2ccccc2S3)ccc1C | -11% | -1% | x | x | -5% | -2% | -3% | x
CCOC(=O)C1=C(c2ccccc2)Nc2c(c(=O)n(C)c(=O)n2C)C1c1ccc(O)c(OC)c1 (centres undefined) | -1% | 2% | -4% | x | -2% | -3% | -5% | i
CCc1ccc(NC(=O)CSc2n[nH]c(C)c2[N+](=O)[O-])cc1 | -1% | -2% | 9%[10 µM] | 6% | 2% | 1% | -16% | 1%
COc1ccc(CNC(=O)C(c2ccco2)N(C(=O)Cc2cccs2)c2cccnc2)cc1 (centres undefined) | 7% | 12% | 23%[10 µM] | -28% | 0% | 0%[53 µM] | 9%[53 µM] | i
CCOc1cc(/C=N/NC(=O)CN2CCOCC2)ccc1OCc1ccccc1 | 10% | 1% | -18%[10 µM] | 11% | 3% | -8% | 0% | -2%
CCc1ccc(-n2nc3ccc(NC(=O)c4ccc(C#N)cc4F)cc3n2)cc1 | -10% | -10% | x | x | -7% | u | u | x
O=S(=O)(c1cccc(C(F)(F)F)c1)n1c(/C=C/c2ccccc2)nc2ccccc21 | -15% | 3% | x | x | u | -2% | 8% | x
O=C(O)CCC(=O)N1N=C(c2ccc(Br)cc2)CC1c1cccs1 (centres undefined) | 8% | 2% | -32%[inhibitor] | 4% | 3% | -3% | -7% | i
COc1ccc(C(=O)N2CCCCC2)cc1S(=O)(=O)Nc1ccccc1 | -5% | -2% | -8% | 2% | u | -3% | 2% | 10%
CCCCCCC(=O)N1CCCC(c2nc(-c3cccc(OC)c3)no2)C1 (centres undefined) | -11% | -5% | 4%[10 µM] | x | -5% | -5% | 5% | 2%
CCOC(=O)c1c(C)n(C)c2cc(Br)c(OC)cc12 | -13% | -9% | 10%[10 µM] | 11% | 6% | -2%[53 µM] | 3%[53 µM] | i
CCOC(=O)N1CCC(NC(=O)c2cc3c(=O)n(C)c4ccccc4c3n2C)CC1 | -2% | -13% | -26% | 6% | 9% | 0% | 7% | 0%
CCOc1ccc(CNC(=O)Cc2ccc(NC(=O)N3CCCCc4ccccc43)cc2)cc1OC | -1% | 5% | x | x | 6% | 3% | -2% | x
CCc1cccc(NC(c2nnc(-c3ccccc3)o2)c2ccc(F)cc2Cl)c1 (centres undefined) | -19% | -4% | x | x | -2% | 1% | 4% | x
CC(=O)Nc1cccc(C(=O)OCC(=O)NCc2ccc(F)cc2)c1 | -6% | -5% | 19%[10 µM] | -2% | 1% | -5% | 10% | -1%
CCOC(=O)c1[nH]c2ccc(OC)cc2c1NC(=O)CN1CCN(c2ccccn2)CC1 | -11% | -20% | 9%[10 µM] | 10% | -1% | -1% | -2% | -3%
COc1cc2c(cc1OC)C1C(=O)c3ccc4c(c3OC1CO2)C=CC(C)(C)O4 (centres undefined) | u | -21% | -140%[inhibitor] | x | 8% | 0% | 8% | i
Cc1ccc(CNC(=O)c2cc(S(=O)(=O)N3CCCCCC3)cn2C)cc1 | -10% | -1% | x | x | 4% | -2% | -1% | x

Continued, starting with the last seven of the part before.
SMILES | Tau fluor counter | Tau fibril ThT | HTT ATP protect | L3MBTL1 inh | Tau fibril FP | TR SRC2 fluor cs | TRb SRC2 PPI | RECQ1 helicase
CCOC(=O)N1CCC(NC(=O)c2cc3c(=O)n(C)c4ccccc4c3n2C)CC1 | -2% | -13% | -26% | 6% | 9% | 0% | 7% | 0%
CCOc1ccc(CNC(=O)Cc2ccc(NC(=O)N3CCCCc4ccccc43)cc2)cc1OC | -1% | 5% | x | x | 6% | 3% | -2% | x
CCc1cccc(NC(c2nnc(-c3ccccc3)o2)c2ccc(F)cc2Cl)c1 (centres undefined) | -19% | -4% | x | x | -2% | 1% | 4% | x
CC(=O)Nc1cccc(C(=O)OCC(=O)NCc2ccc(F)cc2)c1 | -6% | -5% | 19%[10 µM] | -2% | 1% | -5% | 10% | -1%
CCOC(=O)c1[nH]c2ccc(OC)cc2c1NC(=O)CN1CCN(c2ccccn2)CC1 | -11% | -20% | 9%[10 µM] | 10% | -1% | -1% | -2% | -3%
COc1cc2c(cc1OC)C1C(=O)c3ccc4c(c3OC1CO2)C=CC(C)(C)O4 (centres undefined) | u | -21% | -140%[inhibitor] | x | 8% | 0% | 8% | i
Cc1ccc(CNC(=O)c2cc(S(=O)(=O)N3CCCCCC3)cn2C)cc1 | -10% | -1% | x | x | 4% | -2% | -1% | x
NC(=NC1C2CC3CC(C2)CC1C3)Nc1ccc(I)cc1 (centres undefined) | -2%&-4%&-16% | 8%&6%&1% | -24%&-42%&-74% | x | 2%&-1%&-9% | 0%&-1%&-2% | 9%&-2%&-1% | -5%&0%&1%
O=C(/C=C/c1ccccc1)NC(=S)NNC(=O)Cc1cccs1 | -25% | u | 16%[10 µM] | 40%[activator] | 0% | -10% | 3% | i
Cc1ccc(-n2c(=O)c3sc4ccccc4c3n(C)c2=O)cc1F | 7% | 12% | x | x | -6% | -2% | -2% | x
CCOc1cc(-c2nc3cc(C)ccn3c2NCC2CCCO2)ccc1O (centres undefined) | -12% | -14% | -12% | 2% | 9% | -2% | -6% | -4%
Cc1ccc(-n2nnnc2SC(C)C(=O)NCC(=O)Nc2ccc(F)c(F)c2F)c(C)c1 (centres undefined) | -29% | -11% | -2%[10 µM] | -5% | -7% | 3% | -13% | i
O=C1CCCC=C1[C@H](O)CCCCBr | -5%[11.6 µM] | -7%[11.5 µM] | -4%[10 µM] | x | -1%[11.6 µM] | 3%[11.2 µM] | 1%[11.2 µM] | i[11.5 µM]
CCc1ccc(C(=O)c2cn(CC(=O)Nc3cc(OC)ccc3OC)c3ccc(C)cc3c2=O)cc1 | -18% | -3% | x | x | -6% | -1% | 3% | x
NC(=O)c1ccsc1NC(=O)c1coc2ccccc2c1=O | 5% | u | -101% | 2% | 10% | -2% | 4% | -1%
Cc1ccc(S(=O)(=O)N2CCC(C(=O)Nc3ccc(Oc4ccccc4)cc3)CC2)cc1 | -22% | 2% | x | x | u | -3% | 0% | x
COc1ccc(/C=N/NC(=S)NC2CCS(=O)(=O)C2)cc1OC (centres undefined) | -16% | -17% | -21% | -5% | 2% | -4% | -21% | 19%
COc1ccc2c(c1)N(C(=O)CN1C(=O)C3CCCCC3C1=O)C(C)(C)C=C2C (centres undefined) | -6% | -2% | 2%[1.9 µM] | -3% | 11% | 1% | 11% | -9%
COc1cccc(/C=C/c2nc3c(cnn3-c3ccccc3)c(=O)[nH]2)c1 | -10% | 5% | -15% | 3% | -14% | 0% | -2% | -9%
O=C(Nc1ccc2nn(-c3ccc(Cl)cc3)nc2c1)c1cc2ccccc2o1 | 1% | -3% | x | x | -14% | -31% | -4% | x
Cc1nc([N+](=O)[O-])c(C(=O)OCc2ccccc2F)n1C | -13% | -10% | 3% | x | 0% | -4% | -2% | i
Cc1ccc2onc(CNC(=O)NCc3ccc(Cl)cc3)c2c1 | -3% | 0% | x | x | u | 0% | -3% | x
CCOC(=O)c1nc(-c2ccc(OC)c(OC)c2)cnc1C#N | 7% | 4% | x | 8% | -1% | -3% | -8% | i
Cc1cccc(OCc2nnc(NC(=O)c3cccs3)s2)c1 | -7% | 1% | 13% | x | -11% | 2% | -3% | -12%
CC(C)(C)c1nnc2sc(SCC(=O)c3cccs3)nn2c1=O | -19% | u | 1%[10 µM] | -6% | u | 0% | -15% | -5%
COc1ccc(C2=CC(c3ccc(F)cc3)n3ncc(C(=O)Nc4ccc(C)cc4)c3N2)cc1 (centres undefined) | -27% | -3% | x | x | -19% | 4% | 11% | x
COc1ccc(Cn2cc(C(=O)c3ccc(C)cc3)c(=O)c3cc(OC)c(OC)cc32)cc1 | -10% | -11% | x | x | -1% | -4% | 6% | x
CC1(c2ccccc2Cl)NC(=O)N(CC(=O)NCc2ccco2)C1=O (centres undefined) | 0% | -3% | 2%[10 µM] | -25% | 1% | -3% | -4% | -14%

Screens (PubChem BioAssay)
